Screening data: PubChem, Sanford-Burnham Center for Chemical Genomics
tim10-1 inh: growth inhibitors of tim10-1 mutant yeast, primary screen, luminescence, uHTS; S. cerevisiae tim10-1 ts strain growth, BacTiter-Glo, 24 h; inhibition, % at 20 µM; 2.2% of 330,000 active;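 active = inhibition of at least 40%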;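 also: mutant grown at 25 °C; 0% = DMSO wells with yeast and 100% = wells holding no yeast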
APJ antagonist: antagonists of human apelin receptor APJ, primary screen, CHO-K1 cells, beta-arrestin complementation, luminescence; P35414; inhibition, % at 20 µM; 0.32% of 330,000 active; AID 2521, 2010;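 active = inhibition above about 40% at 20 µM, limit read from the data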;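 also: cells challenged with 10 nM apelin-13 agonist together with compound; plate controls were apelin-13 plus DMSO wells for no effect and DMSO wells lacking apelin-13 for full effect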
Target sequence (P35414 whole entry, looked up): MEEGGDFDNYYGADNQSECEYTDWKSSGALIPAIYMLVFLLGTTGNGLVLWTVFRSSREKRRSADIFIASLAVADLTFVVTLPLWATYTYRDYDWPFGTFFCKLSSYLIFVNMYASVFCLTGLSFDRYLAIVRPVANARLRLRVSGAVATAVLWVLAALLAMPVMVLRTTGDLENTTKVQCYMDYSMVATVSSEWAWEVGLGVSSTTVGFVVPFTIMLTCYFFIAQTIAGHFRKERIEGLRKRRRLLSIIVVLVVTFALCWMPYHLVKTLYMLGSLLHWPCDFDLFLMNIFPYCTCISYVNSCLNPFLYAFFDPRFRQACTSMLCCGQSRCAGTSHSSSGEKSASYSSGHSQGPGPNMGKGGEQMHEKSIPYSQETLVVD
TIM10 inh: growth inhibitors of isogenic TIM10 control yeast, primary screen, counter-screen for tim10-1 yeast inhibitor project, luminescence, uHTS; AID 463195, 2010; 1.4% of 330,000 active; inhibition, % at 10 µM; S. cerevisiae TIM10 strain growth, BacTiter-Glo luminescence, 24 h;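 active = inhibition of 40% or more at the single tested concentration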;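 also: wild-type TIM10 isogenic control strain grown at permissive 25 °C; 0% = DMSO yeast wells and 100% = minimal medium wells without yeast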
tim23-1 inh: growth inhibitors of tim23-1 mutant yeast, primary screen, luminescence, uHTS; inhibition, % at 20 µM; 1.3% of 330,000 active; S. cerevisiae tim23-1 growth, BacTiter-Glo luminescence, 24 h;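 active = growth inhibition of the mutant yeast at or above 50%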;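 also: temperature-sensitive mutant grown at 25 °C; plate controls were DMSO-treated mutant yeast for no effect and medium wells lacking yeast for full effect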
CHOP UPR activ: activators of apoptotic CHOP UPR arm, primary screen, cell-based, CHO-CHOP luciferase reporter, luminescence, uHTS; activation, % at 10 µM; AID 449763, 2010; UPR activation; percent of tunicamycin response over DMSO baseline; 0.34% of 330,000 active;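 active = at 10 µM dose, activation of 40% or more, normalized to positive control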;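 also: 100% = tunicamycin at 10 µg/mL and 0% = DMSO alone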
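Evaluation: % reporter activation, DMSO baseline versus tunicamycin full activation; System: CHO-CHOP luciferase reporter cell line; Input: 500 cells/well; Incubation: 6 h compound treatment, 37 °C; Measured by: Steady-Glo luciferase luminescence; Dosing: one dose, 10 µM in 0.5% DMSO; Buffer or medium: F12 medium, 10% FBS; Benchmarks: positive tunicamycin 10 µg/mL, negative DMSO alone.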
Mdm2-MdmX inh: inhibitors of human Mdm2-MdmX association, primary screen, cell-based, luminescence, split luciferase, SaOS-2, uHTS | Protein Mdm4 (Homo sapiens) + E3 ubiquitin-protein ligase Mdm2 (Homo sapiens), … | SaOS-2 split-luciferase Mdm2/MdmX complementation | inhibition, % at 8 µM | 3% of 330,000 active | AID 485346, 2010;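 active = inhibition of at least 50% at 8 µM in the primary screen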
APJ agonist: agonists of human apelin receptor APJ, primary screen, CHO-K1 cells, PathHunter beta-arrestin, luminescence | P35414 | 0% DMSO wells, 100% apelin | activation, % at 20 µM | 0.11% of 330,000 active | AID 2520, 2010;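 active = activation more than six SD over the plate average, tested at 20 µM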;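 also: 0% = DMSO alone and 100% = apelin-13 at 10 nM; some results filed as inactive read as strong as hits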
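Material: CHO-K1 APJ beta-arrestin complementation cell line; Input: cell density 1000 per well; Incubation: compound stimulation 90 min at 25 °C, detection 60 min; Signal: luminescence from split beta-galactosidase complementation, Galacton Star/Emerald II substrate; Controls: DMSO-only wells as negative, 10 nM Apelin-13 as positive control.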
CXCR6 inh: CXCR6 receptor inhibitors, primary screen, cell-based, beta-arrestin, luminescence, CHO-K1 PathHunter, 1536-well | C-X-C chemokine receptor type 6 (Homo sapiens), O00574 | inhibition, % at 20 µM | 0.36% of 360,000 active | AID 602244, 2012; in the data active = inhibition above about 34%, passing the limit was not always enough;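 also: antagonist mode with CXCL16 agonist at 10 nM final; 0% = 10 nM CXCL16 with DMSO and 100% = unstimulated wells without agonist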
Target sequence (O00574 whole entry, looked up): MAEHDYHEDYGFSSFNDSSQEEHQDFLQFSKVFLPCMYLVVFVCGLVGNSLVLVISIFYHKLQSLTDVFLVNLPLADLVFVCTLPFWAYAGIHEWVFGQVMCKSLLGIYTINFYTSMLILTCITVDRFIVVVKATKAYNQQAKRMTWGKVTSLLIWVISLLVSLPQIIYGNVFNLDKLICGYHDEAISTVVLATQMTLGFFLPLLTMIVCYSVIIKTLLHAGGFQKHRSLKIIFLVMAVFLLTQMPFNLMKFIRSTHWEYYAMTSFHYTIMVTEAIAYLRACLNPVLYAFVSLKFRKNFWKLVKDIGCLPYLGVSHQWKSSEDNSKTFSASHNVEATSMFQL
XBP1 UPR activ: activators of adaptive XBP1 UPR arm, primary screen, cell-based, CHO-XBP1 luciferase reporter, luminescence, uHTS; IRE1-XBP1 UPR activation; percent of tunicamycin response, DMSO as zero; activation, % at 20 µM; 0.33% of 330,000 active; AID 463104, 2010;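 active = versus positive control, 20 µM dose yields 30% or more activation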;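 also: 100% = tunicamycin at 10 µg/mL and 0% = DMSO only wells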
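Material: CHO cell line with stable XBP1 luciferase reporter; buffer or medium: F12 medium containing 10% fetal bovine serum; compound: single point, 20 µM final compound, 1% DMSO; incubation: 6 h treatment, 37 °C; measured by: glow luminescence from Steady-Glo reagent; evaluation: activation, % of tunicamycin; control set: tunicamycin high, DMSO low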
Numbers without * were called inactive.

How did CCCn1nc(C(=O)NNC(=O)CCCOc2ccc(C)cc2)c2ccccc2c1=O do in these assays?
tim10-1 inh: 1; APJ antagonist: 12; TIM10 inh: 1; tim23-1 inh: -8; CHOP UPR activ: 1.8; Mdm2-MdmX inh: 7; APJ agonist: 1; CXCR6 inh: 9; XBP1 UPR activ: -7

Results for COc1ccc(C(=O)N(Cc2ccco2)C(C(=O)NC2CCCC2)c2ccc(O)cc2)cc1OC (stereo not drawn) ?
tim10-1 inh: 3; APJ antagonist: 1; TIM10 inh: 6; tim23-1 inh: 6; CHOP UPR activ: -0.9; Mdm2-MdmX inh: 13; APJ agonist: 0; CXCR6 inh: 4; XBP1 UPR activ: 0

Results for CCN(CC)CCNC(=O)NC1CCCCC1 ?
tim10-1 inh: 8; APJ antagonist: 4; TIM10 inh: -3; tim23-1 inh: 6; CHOP UPR activ: -1.3; Mdm2-MdmX inh: -10; APJ agonist: -3; CXCR6 inh: -5; XBP1 UPR activ: 1

Results for COC(=O)CSc1cc(C(=O)c2nccn2C)c2ccccc2n1 ?
tim10-1 inh: 9; APJ antagonist: 3; TIM10 inh: 14; tim23-1 inh: 0; CHOP UPR activ: -0.3; Mdm2-MdmX inh: 6; APJ agonist: -1; CXCR6 inh: -1; XBP1 UPR activ: -3

How did Cc1ccc(NC(=O)C2CCN(S(=O)(=O)c3cccs3)CC2)c(O)c1 do in these assays?
tim10-1 inh: -8; APJ antagonist: -14; TIM10 inh: 11; tim23-1 inh: 7; CHOP UPR activ: -0.1; Mdm2-MdmX inh: 8; APJ agonist: -4; CXCR6 inh: -20; XBP1 UPR activ: -3

How did CC(C)(C)c1csc(N/N=C/c2cccnc2)n1 do in these assays?
tim10-1 inh: 19; APJ antagonist: 1; TIM10 inh: 19; tim23-1 inh: 18; CHOP UPR activ: 7.3; Mdm2-MdmX inh: -112; APJ agonist: -1; CXCR6 inh: 10; XBP1 UPR activ: 0

What do the screens show for `Cc1c(C(=O)NC(C)C)c(-c2ccccc2)nn1-c1ccccc1`?
tim10-1 inh: 38; APJ antagonist: -8; TIM10 inh: 15; tim23-1 inh: 31; CHOP UPR activ: -0.4; Mdm2-MdmX inh: 5; APJ agonist: 1; CXCR6 inh: 5; XBP1 UPR activ: -1

Results for O=C1CC(N2CCC(O)(c3ccc(Cl)cc3)CC2)C(=O)N1Cc1ccc(N2CCCC2=O)cc1 (stereo not drawn) ?
tim10-1 inh: 11; APJ antagonist: 14; TIM10 inh: 20; tim23-1 inh: 14; CHOP UPR activ: -0.4; Mdm2-MdmX inh: -16; APJ agonist: 5; CXCR6 inh: -6; XBP1 UPR activ: -1

How did CC(C)c1ccc(/C=C/C(=O)CCC(=O)O)cc1 do in these assays?
tim10-1 inh: 41*; APJ antagonist: 16; TIM10 inh: 7; tim23-1 inh: 33; CHOP UPR activ: -0.3; Mdm2-MdmX inh: -75; APJ agonist: -2; CXCR6 inh: 2; XBP1 UPR activ: -7

How did O=C1OC(c2ccccc2)c2ccc3ccccc3c21 (stereo not drawn) do in these assays?
tim10-1 inh: 4; APJ antagonist: 9; TIM10 inh: 8; tim23-1 inh: -1; CHOP UPR activ: 1.0; Mdm2-MdmX inh: 1; APJ agonist: 2; CXCR6 inh: 4; XBP1 UPR activ: 2

Results for CCOC(=O)C1CCN(C(=O)COC(=O)COc2ccccc2OC)CC1 ?
tim10-1 inh: 6; APJ antagonist: 0; TIM10 inh: 3; tim23-1 inh: 12; CHOP UPR activ: -2.2; Mdm2-MdmX inh: 6; APJ agonist: -6; CXCR6 inh: 2; XBP1 UPR activ: -2

What do the screens show for `CCN(CC)c1ccc(/C=C(/C#N)c2nc3ccc(C)cc3[nH]2)c(OC(C)C)c1`?
tim10-1 inh: 4; APJ antagonist: 27; TIM10 inh: 4; tim23-1 inh: 17; CHOP UPR activ: 1.4; Mdm2-MdmX inh: 52*; APJ agonist: -6; CXCR6 inh: 22; XBP1 UPR activ: 6

What do the screens show for `CCCCc1cc(-c2n[nH]c(=S)o2)c2ccccc2n1`?
tim10-1 inh: 34; APJ antagonist: 0; TIM10 inh: 28; tim23-1 inh: 22; CHOP UPR activ: 0.0; Mdm2-MdmX inh: 31; APJ agonist: -1; CXCR6 inh: 1; XBP1 UPR activ: 0

What do the screens show for `CCOC(=O)c1c(-c2cccc3ccccc23)csc1NC(=O)C1C2CCC(O2)C1C(=O)O` (stereo not drawn)?
tim10-1 inh: 12; APJ antagonist: 2; TIM10 inh: 19; tim23-1 inh: 4; CHOP UPR activ: -0.1; Mdm2-MdmX inh: 0; APJ agonist: -1; CXCR6 inh: -1; XBP1 UPR activ: -1

What do the screens show for `COc1ccc(C(=O)Nc2ccc(N3CCOCC3)cc2)cc1S(=O)(=O)N1CCCC1`?
tim10-1 inh: 10; APJ antagonist: -8; TIM10 inh: 5; tim23-1 inh: 14; CHOP UPR activ: 0.1; Mdm2-MdmX inh: 2; APJ agonist: -6; CXCR6 inh: 4; XBP1 UPR activ: 0

What do the screens show for `Cc1cccc(OCc2nn[nH]n2)c1C`?
tim10-1 inh: 9; APJ antagonist: 16; TIM10 inh: -5; tim23-1 inh: 13; CHOP UPR activ: 2.1; Mdm2-MdmX inh: 3; APJ agonist: -1; CXCR6 inh: -1; XBP1 UPR activ: -5

How did CC(C)c1ccc(S(=O)(=O)N2CCN(C(=O)c3cc([N+](=O)[O-])ccc3N3CCOCC3)CC2)cc1 do in these assays?
tim10-1 inh: 20; APJ antagonist: -8; TIM10 inh: 19; tim23-1 inh: 21; CHOP UPR activ: 0.9; Mdm2-MdmX inh: 23; APJ agonist: -4; CXCR6 inh: 2; XBP1 UPR activ: -7

How did O=C(NNC(=S)NC(=O)c1cccs1)c1ccc(NC(=O)c2ccccc2)cc1 do in these assays?
tim10-1 inh: 1; APJ antagonist: 13; TIM10 inh: 16; tim23-1 inh: -1; CHOP UPR activ: 1.1; Mdm2-MdmX inh: 13; APJ agonist: -2; CXCR6 inh: 15; XBP1 UPR activ: 1

What do the screens show for `O=C(Nc1ccc2ccccc2c1)NC1CCS(=O)(=O)C1` (stereo not drawn)?
tim10-1 inh: 3; APJ antagonist: 1; TIM10 inh: 4; tim23-1 inh: 2; CHOP UPR activ: 2.7; Mdm2-MdmX inh: 10; APJ agonist: -2; CXCR6 inh: -1; XBP1 UPR activ: 2

What do the screens show for `CCc1noc(C)c1C(=O)Nc1cccc(S(=O)(=O)N2CCCCCC2)c1`?
tim10-1 inh: 4; APJ antagonist: -36; TIM10 inh: 1; tim23-1 inh: 7; CHOP UPR activ: -1.8; Mdm2-MdmX inh: 20; APJ agonist: -5; CXCR6 inh: -9; XBP1 UPR activ: -3

What do the screens show for `COc1ccc2c(C)cc3nnnn3c2c1`?
tim10-1 inh: 12; APJ antagonist: 20; TIM10 inh: 16; tim23-1 inh: 7; CHOP UPR activ: 0.1; Mdm2-MdmX inh: -5; APJ agonist: -6; CXCR6 inh: -4; XBP1 UPR activ: 2

How did Cc1[nH]n(-c2ccccc2)c(=O)c1C=Nc1ccc2[nH]c(=O)[nH]c2c1 do in these assays?
tim10-1 inh: 15; APJ antagonist: 32; TIM10 inh: -9; tim23-1 inh: 0; CHOP UPR activ: -1.6; Mdm2-MdmX inh: 5; APJ agonist: 0; CXCR6 inh: 2; XBP1 UPR activ: 0

What do the screens show for `COCCNC(=O)c1ccc2c(c1)ncn2-c1ccc(F)c(F)c1`?
tim10-1 inh: 1; APJ antagonist: 16; TIM10 inh: -4; tim23-1 inh: -8; CHOP UPR activ: 1.5; Mdm2-MdmX inh: -23; APJ agonist: 2; CXCR6 inh: -9; XBP1 UPR activ: 6

How did COc1ccc(Br)cc1/C=N/n1c(C)nc2ccccc2c1=O do in these assays?
tim10-1 inh: 34; APJ antagonist: 2; TIM10 inh: 9; tim23-1 inh: 27; CHOP UPR activ: 2.0; Mdm2-MdmX inh: 11; APJ agonist: -2; CXCR6 inh: -1; XBP1 UPR activ: 19

How did CC(C)(C)N(NC(=O)c1ccccc1)C(=O)c1ccc(C(=O)N(NC(=O)c2ccccc2)C(C)(C)C)cc1 do in these assays?
tim10-1 inh: 23; APJ antagonist: 9; TIM10 inh: 5; tim23-1 inh: 5; CHOP UPR activ: 0.6; Mdm2-MdmX inh: -6; APJ agonist: -2; CXCR6 inh: -6; XBP1 UPR activ: 1

Results for CCOc1ccc(NC(=O)CSc2nc(C)cc(C)n2)cc1 ?
tim10-1 inh: -5; APJ antagonist: -28; TIM10 inh: -5; tim23-1 inh: 9; CHOP UPR activ: 0.0; Mdm2-MdmX inh: 17; APJ agonist: 5; CXCR6 inh: -13; XBP1 UPR activ: -1

What do the screens show for `CC#CC[N+](C)(CC#CC)CC(=O)c1ccccc1`?
tim10-1 inh: 2; APJ antagonist: -1; TIM10 inh: -19; tim23-1 inh: 5; CHOP UPR activ: 1.1; Mdm2-MdmX inh: 6; APJ agonist: -1; CXCR6 inh: -17; XBP1 UPR activ: -2

Results for COc1ccc(OC)c(NC(=O)CSc2nnc(Cn3nnc4ccccc43)n2C)c1 ?
tim10-1 inh: 13; APJ antagonist: -6; TIM10 inh: 0; tim23-1 inh: 12; CHOP UPR activ: -1.3; Mdm2-MdmX inh: 13; APJ agonist: 1; CXCR6 inh: 2; XBP1 UPR activ: -3

What do the screens show for `O=C(NC[C@H]1CCCO1)c1cccc2c1C(=O)c1ccc(-c3ccc(F)cc3OCc3ccccc3)cc1S2(=O)=O`?
tim10-1 inh: 20; APJ antagonist: -6; TIM10 inh: 8; tim23-1 inh: 20; CHOP UPR activ: 9.0; Mdm2-MdmX inh: 23; APJ agonist: -1; CXCR6 inh: 4; XBP1 UPR activ: -4

Results for CSc1ccccc1NC(=O)CN(C)CC(=O)Nc1ccccc1N1CCOCC1 ?
tim10-1 inh: 10; APJ antagonist: 0; TIM10 inh: 15; tim23-1 inh: 20; CHOP UPR activ: -1.7; Mdm2-MdmX inh: 1; APJ agonist: -1; CXCR6 inh: 3; XBP1 UPR activ: -2

What do the screens show for `Cc1ccc(NC(=O)CCc2c(C)nn(-c3ccc(N4CCOCC4)nn3)c2C)c(C)c1`?
tim10-1 inh: -10; APJ antagonist: -11; TIM10 inh: 3; tim23-1 inh: 5; CHOP UPR activ: -0.2; Mdm2-MdmX inh: 2; APJ agonist: -4; CXCR6 inh: 0; XBP1 UPR activ: 0

The list is partial, so the mix of outcomes need not match the whole.
